FEN1 inh – human FEN1 inhibition | Recombinant FEN1 flap cleavage, fluorescence, 15 min | P39748 | 390,000 tested, 0.35% active | Potency, µM (doses to about 114 µM), without a hit: at the top dose activity change, negative = inhibition, actives largely listed as inhibitors | AID 588795; note: nearly all actives have a fitted effect of over 65% in size
Target sequence (P39748 whole entry, looked up): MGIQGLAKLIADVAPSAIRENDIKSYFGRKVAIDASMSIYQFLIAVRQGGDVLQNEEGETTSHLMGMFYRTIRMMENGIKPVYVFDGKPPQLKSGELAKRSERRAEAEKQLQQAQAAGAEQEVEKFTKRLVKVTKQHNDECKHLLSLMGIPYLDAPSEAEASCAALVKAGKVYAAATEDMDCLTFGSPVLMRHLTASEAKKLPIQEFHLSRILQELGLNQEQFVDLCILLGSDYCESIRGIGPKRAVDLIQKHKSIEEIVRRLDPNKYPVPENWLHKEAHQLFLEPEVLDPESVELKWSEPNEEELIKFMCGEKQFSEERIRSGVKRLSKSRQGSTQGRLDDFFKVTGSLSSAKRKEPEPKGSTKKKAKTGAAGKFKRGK
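In this screen, 50 nM flap DNA substrate was added to 10 nM FEN1 pretreated with compound for 15 min at room temperature; cleavage was followed with reads at 0 and 15 min, and Hill fitting gave concentration–response parameters.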
TDP1 inh – inhibitors of human tyrosyl-DNA phosphodiesterase TDP1. Q9NUW8. recombinant TDP1, AlphaScreen DNA substrate cleavage. Potency, µM (series often up to 130 µM), inactives show top-dose activity change, negative = inhibition, most hits filed as inhibitors. 350,000 tested, 0.28% active. AID 485290; note: nearly all actives have a fitted effect of over 40% in size
Target sequence (Q9NUW8 whole entry, looked up): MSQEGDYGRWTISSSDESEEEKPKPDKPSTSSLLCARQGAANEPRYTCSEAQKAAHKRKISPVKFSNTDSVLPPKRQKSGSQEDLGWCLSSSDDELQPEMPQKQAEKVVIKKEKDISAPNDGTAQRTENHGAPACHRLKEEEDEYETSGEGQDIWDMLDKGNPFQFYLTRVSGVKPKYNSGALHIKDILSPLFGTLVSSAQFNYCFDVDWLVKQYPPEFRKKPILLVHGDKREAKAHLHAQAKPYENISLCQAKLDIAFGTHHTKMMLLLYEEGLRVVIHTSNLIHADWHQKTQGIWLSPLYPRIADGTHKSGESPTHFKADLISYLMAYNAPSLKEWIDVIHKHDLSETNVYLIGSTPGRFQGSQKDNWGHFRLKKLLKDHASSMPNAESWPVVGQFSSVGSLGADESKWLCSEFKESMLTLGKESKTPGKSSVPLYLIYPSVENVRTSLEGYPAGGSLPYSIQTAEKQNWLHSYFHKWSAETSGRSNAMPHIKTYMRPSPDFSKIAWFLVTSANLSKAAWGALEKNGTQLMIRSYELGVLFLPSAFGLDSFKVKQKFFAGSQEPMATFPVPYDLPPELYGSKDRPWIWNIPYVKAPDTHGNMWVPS
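Compounds were preincubated with Tdp1 (1 nM final) for 15 min at room temperature before substrate (15 nM final) started a 5 min reaction; beads (10 ug/ml final) were then added for 10 min before AlphaScreen detection.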
N370S GC mod – inhibitors or activators of N370S glucocerebrosidase for Gaucher disease; Potency, µM (titrated, usually from 59.4 µM), for the others: top-dose activity change, negative = inhibition, usual class: inhibitors; N370S GC spleen homogenate, 4MU-glucoside fluorescence; 330,000 tested, 0.092% active; P04062; AID 2101;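 note: 0% = full enzyme activity and -100% = no enzyme basal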
* hit, by the source's call; u = inconclusive; x = no result given; & = joins results of further samples; [ ] = another dose, or the depositor's remark. Calls come from the whole dose curve; as a rule, active = well fitted curve in the direction sought with a large enough effect; inconclusive = small, poorly fitted or top-dose-only effect, or another doubt; inactive = no such curve, though single readings can be large; an effect the other way counts as inactive or inconclusive. Unless noted, % is set by controls: 0 for no effect and ±100 for the full control effect; potency is the fitted concentration of half-maximal effect.

SMILES	FEN1 inh	TDP1 inh	N370S GC mod
NC(=O)c1nsc(C(=O)N(Cc2ccco2)C(C(=O)NCc2ccc(F)cc2)c2ccc(O)cc2)c1N (stereo not given)	8%	18%	-10%
Cc1ccc(NC(=O)[C@@H]2CCC(=O)N2C2OC(=O)c3ccccc32)cc1Cl (stereo not given in full)	0%	x	-2%
CCC(=O)c1ccc(OCCn2cnc3ccccc32)cc1	2%	3%	3%
O=C(CN1C(=O)C2(SCC(=O)N2c2cccc(Cl)c2)c2ccccc21)NC1CCCCC1 (stereo not given)	12%	4%	x
Cc1cnn(-c2ccc3nnc(-c4ccc(Br)cc4)n3n2)c1	-13%	5%	-7%
CCn1c(/C=C/c2ccccc2F)nc2ccccc2c1=O	-7%	-3%	-5%
Cc1ccc(C(=O)Nc2ccncc2)cc1[N+](=O)[O-]	15%	4%	-3%
O=S1(=O)C=CC(Sc2nc3ccccc3[nH]2)C1 (stereo not given)	11%	-5%	11%
O=C(Nc1ccc(F)c(F)c1)c1oc2ccccc2c1NC(=O)C1CCCO1 (stereo not given)	u	2%	-8%
CN(C)CCCNc1oc(-c2ccc(Cl)cc2)nc1C#N	-13%	5%	-9%
CC1(c2ccc(Cl)cc2Cl)NC(=O)N(CC(=O)Nc2ccc3[nH]c(=O)[nH]c3c2)C1=O (stereo not given)	-16%	1%	u
CN1CCN(C(=O)c2ccc(N(Cc3ccc(Cl)cc3)S(C)(=O)=O)cc2)CC1	-5%	7%	-6%
NC(=O)CSc1nnc(NC(=O)c2ccc(Br)o2)s1	6%	56µM*	-5%
Cc1c(C)c2ccc(OS(C)(=O)=O)cc2oc1=O	2%	6%	9%
Cc1cccc(OC(=O)c2cccnc2)c1	-6%	x	-12%
Cc1c(N2C(=O)CSC23C(=O)Nc2ccccc23)c(=O)n(-c2ccccc2)n1C (stereo not given)	-18%	2%	0%
Cc1ccccc1N1CCN(C2CCCN(C(=O)c3cc(C(C)C)[nH]n3)C2)CC1 (stereo not given)	9%	5%[56.1 µM]	0%
O=C(CCNS(=O)(=O)c1ccc(Br)cc1)NCc1cccs1	-5%	3%	6%
c1ccc(Sc2ncnc3ccccc23)cc1	0%	x	6%
O=C1[C@@H]2CSCN2C(=O)CN1Cc1cccc(C(F)(F)F)c1	3%	x	-6%
CC1CCN(CCNC(=O)C2CCCN(S(=O)(=O)c3cccc4nsnc34)C2)CC1 (stereo not given)	-6%	4%	-8%
Cc1ccc(-n2nnnc2SCC(=O)Nc2cccc(NC(=O)c3ccco3)c2)cc1C	-17%	-1%	4%
Cc1ccccc1Oc1ccccc1N	-9%	5%	3%
O=C1C=C(c2ccc3c(c2)oc2ccccc23)C[C@@H](c2ccc(Cl)cc2)C1	-9%	0%	x
c1ccc(CCc2cn(C[C@H]3CC[C@@H]([C@@H]4CC[C@H](Cn5cc(CCc6ccccc6)nn5)O4)O3)nn2)cc1	0%	x	-2%

Taken from above:
TDP1 inh result of O=C(CCNS(=O)(=O)c1ccc(Br)cc1)NCc1cccs1 : 3%
N370S GC mod result of Cc1ccc(-n2nnnc2SCC(=O)Nc2cccc(NC(=O)c3ccco3)c2)cc1C : 4%
FEN1 inh result of CN(C)CCCNc1oc(-c2ccc(Cl)cc2)nc1C#N : -13%

TDP1 inh, entries above that show a hit
SMILES	FEN1 inh	TDP1 inh	N370S GC mod
NC(=O)CSc1nnc(NC(=O)c2ccc(Br)o2)s1	6%	56µM*	-5%

The list continues.
SMILES	FEN1 inh	TDP1 inh	N370S GC mod
CCN=C(Nc1cccc(F)c1)SC1CC(=O)N(c2ccc(OC)cc2)C1=O (stereo not given)	2%	0%	-10%
COc1ccc(/C=C/c2nnc(NC(=O)C(C)C)s2)cc1	0%	x	9%
N#Cc1ccc(NC(=O)CCc2nc3ccccc3s2)cc1	11%	2%	-16%
COc1cc(CNCc2ccc(SC)cc2)cc(OC)c1	-8%	5%	-14%
Cc1cc(C(=O)OCC(=O)Nc2ccc(S(=O)(=O)N3CCOCC3)cc2)c(C)o1	-4%	8%	3%
Oc1c(Cl)cc(Cl)cc1/C=C/c1ccc2cccc(O)c2n1	-25%	9%	-15%
CCN(Cc1ccccc1)S(=O)(=O)c1ccc(C(=O)Nc2nnc(C3CC3)o2)cc1	-1%	10%	7%
CCC(=O)N1CCCC(C(=O)c2ccc(-c3ccccc3)cc2)C1 (stereo not given)	-3%	1%	7%
Cc1cccc(NC(=O)C2CCN(C(=O)c3ccco3)CC2)c1C	-2%	9%	4%
COCCNc1nnc(SCC(=O)Nc2cc(-c3ccccc3)nn2-c2ccccc2)s1	-2%	5%	-7%
NCCC[C@@H](CC(=O)N[C@@H]1CCCC[C@H]1C(=O)N[C@H](CC(=O)N[C@@H](CCC(=O)O)CC(=O)O)Cc1ccccc1)NC(=O)C[C@H](CO)NC(=O)[C@@H]1CCCC[C@H]1N	x	-1%	-24%
CCc1cc2cc(C)c(C)cc2nc1SCC(=O)Nc1cc(C)on1	2%	2%	23%
COc1cccc(NC(=O)NC2CCN(CC(=O)Nc3ccccc3[N+](=O)[O-])CC2)c1	-23%	20%	0%
COc1cc(C(=O)NCCCCCCNC(=O)c2cc(OC)c(OC)c(OC)c2)cc(OC)c1OC	-11%	x	4%
Cc1ccc(N2CC(C)Cn3c2nc2c3c(=O)[nH]c(=O)n2C)cc1C (stereo not given)	21%	x	-15%
CSc1ccc(S(=O)(=O)NC2CC3CCC2C3)cc1 (stereo not given)	-13%	x	-9%
CCN(C(=O)CN1C(=O)S/C(=C\c2ccc(F)cc2)C1=O)C1CCS(=O)(=O)C1 (stereo not given)	-2%	8%	5%
Cc1ccc(N2CCN(C(=O)c3ccccc3NC(=O)c3ccccc3C(=O)O)CC2)cc1	47%[activator]	4%	-13%
O=C(Cn1c(=O)c2ccccc2n2nncc12)Nc1cccc(F)c1	-7%	-4%	x
O=c1n(Cc2ccccc2)c2cc(Cl)cnc2n1Cc1ccccc1	-3%	-5%	23%
O=C(COc1ccc(Cl)cc1)NCCc1csc(-c2ccc(F)cc2)n1	-4%	5%	x
CCOc1cc(N2CCOCC2)c(OCC)cc1NC(=O)COc1ccc2ccc(=O)oc2c1	x	0%	6%
Cc1ccc2c(c1)N(C(=O)CCC(=O)N1CCN(c3ccccn3)CC1)CC(C)O2 (stereo not given)	19%	x	-6%
O=C(COC(=O)c1n[nH]c2ccccc12)NC(=O)NC12CC3CC(CC(C3)C1)C2	4%	-2%	22%
Cc1nn(CC(=O)NCc2ccc(Cl)cc2)c(C)c1[N+](=O)[O-]	0%	-7%	-2%
The results go on:
SMILES	FEN1 inh	TDP1 inh	N370S GC mod
COc1ccc(C(CCN2CCOCC2)c2c(OC)cc(OC)c3c2OC(=O)CC3c2ccc(OC)cc2)cc1 (stereo not given)	-6%	21%	u
CC[C@H](C)[C@H](NC(N)=O)C(=O)Nc1ccc(OC)c(Cl)c1	-12%	1%	3%
CCOC(=O)C1=C(CN(CC)Cc2ccccc2)NC(=O)NC1c1ccc(OC)cc1 (stereo not given)	-19%	10%	x
COc1ccc(OC)c(C(c2nnnn2C2CCCC2)N2CCc3ccccc3C2)c1 (stereo not given)	-18%	5%	u
C=C(C)C1(O)OC(=O)C=C1OC (stereo not given)	-10%	12%[56.1 µM]	5%&-2%
Cc1cccc(C)c1NC(=O)CSc1nnc(C)n1-c1ccccc1	0%	2%	8%
CCc1nc(N2CCN(C(C)=O)CC2)c2c3c(sc2n1)CC(C(C)(C)C)CC3 (stereo not given)	-2%	x	-4%
CCc1nnc(NC(=O)CCN2C(=O)C3CCCCC3C2=O)s1 (stereo not given)	18%	3%	-7%
C/C(CC(=O)Nc1ccccn1)=N\NC(=O)Cc1cccc2ccccc12	-17%	8%	7%
CCCCN(C(=O)c1ccc(N2CCCC2=O)cc1)c1c(N)n(CC(C)C)c(=O)[nH]c1=O	-1%	0%	x
Cc1ccc(N2CCN(S(=O)(=O)N3CCCCC3)CC2)cc1Cl	-7%	1%	11%
Cc1ccccc1C(=O)OCn1nnc2ccccc2c1=O	3%	0%	7%
Cc1ccc(C(C(=O)NC2CCCCC2)N(C(=O)Cc2c[nH]c3ccccc23)c2ccccc2C)o1 (stereo not given)	7%	2%	-3%
C=CCc1ccccc1OCC(=O)N/N=C/c1ccccc1OCC	-14%	3%	19%
COCCCNC(=O)c1ccc2c(c1)N(Cc1ccccc1)C(=O)c1ccccc1S2	-15%	10%	x
COc1ccc(CCNC(=O)C2CC(=O)N(c3ccc(Br)cc3)C2)cc1OC (stereo not given)	23%	-5%	-4%
O=C(c1cc(-c2ccncc2)nc2ccccc12)N1CCN(S(=O)(=O)/C=C/c2ccccc2)CC1	14%	-3%	26%
COc1ccc([N+](=O)[O-])cc1-n1cccc1	2%	5%	-4%
Cc1cnc(CN2CCc3c([nH]c4ccccc34)C2CC(C)C)[nH]1 (stereo not given)	-5%	0%	-1%
CCc1ccccc1NC(=O)N1CCC2(CC1)Oc1ccccc1C(=O)N2Cc1ccccc1F	0%	2%	x
CCC(=O)NC(c1cccs1)c1cc(Cl)c2ccccc2c1O (stereo not given)	-18%	0%	x
CCOC(=O)N1CCC(Nc2c(NCCCN3CCN(C4CCCCC4)CC3)c(=O)c2=O)CC1	-2%	0%	-7%
C/C(=N\NC(=O)COc1ccccc1-c1ccccc1)c1ccccn1	3%	6%	16%
Cc1ccc(NC(=O)CC2=NC(=O)C(CC(=O)Nc3ccccc3F)S2)cc1 (stereo not given)	-2%	1%	-4%
CCCCCCOc1ccc(/C(N)=N/O)cc1	0%	3%	u

Four of the compounds above, field by field:
> CCc1ccccc1NC(=O)N1CCC2(CC1)Oc1ccccc1C(=O)N2Cc1ccccc1F
  FEN1 inh = 0%	TDP1 inh = 2%	N370S GC mod = x
> CCCCN(C(=O)c1ccc(N2CCCC2=O)cc1)c1c(N)n(CC(C)C)c(=O)[nH]c1=O
  FEN1 inh = -1%	TDP1 inh = 0%	N370S GC mod = x
> C=CCc1ccccc1OCC(=O)N/N=C/c1ccccc1OCC
  FEN1 inh = -14%	TDP1 inh = 3%	N370S GC mod = 19%
> CC[C@H](C)[C@H](NC(N)=O)C(=O)Nc1ccc(OC)c(Cl)c1
  FEN1 inh = -12%	TDP1 inh = 1%	N370S GC mod = 3%

(list continues)
SMILES	FEN1 inh	TDP1 inh	N370S GC mod
CCOc1cc(C(=O)Nc2nnc(C)s2)cc(OCC)c1OCC	16%	3%	8%
CCOc1ccccc1OCCn1nnc2ccccc21	-15%	-2%	12%
Clc1ccc(CSc2nnc(CN3CCOCC3)n2-c2ccccc2)cc1Cl	1%	5%	-7%
O=C(O)CCc1c(C(=O)O)[nH]c2ccccc12	-4%	3%	-11%
COc1cccc(CNC(=O)c2cc3ccc4cccnc4c3[nH]2)c1	-2%	0%	x
CC(=O)N1C2CCCCC2S[C@H]2CCCCC21 (stereo not given in full)	0%	3%	-8%
CC(=O)Nc1cccc(NCC(=O)Nc2cc(S(=O)(=O)N3CCCCC3)ccc2Cl)c1	-7%	2%	x
CCc1cccc2c(C(=O)Cn3nnc(-c4ccc(OC)c(OC)c4)n3)c[nH]c12	-8%	1%	0%
CSc1ccccc1C(=O)OCC(=O)Nc1cccnc1Cl	-2%	0%	x
Cc1ccc(NC(=O)NC2CC(=O)N(c3ccc4c(c3)OCCO4)C2)cc1C (stereo not given)	-8%	6%	-7%
CC(C)c1ccccc1NC(=S)NCc1ccccc1F	-1%	3%	1%
CCn1c(SCc2nc3sc(C(=O)O)c(C)c3c(=O)[nH]2)nc2ccccc21	13µM*	8.9µM*	8%
COC(=O)c1[nH]c2ccc(C)cc2c1NC(=O)CN1CCN(C(=O)c2ccccc2)CC1	4%	4%	-16%
Cc1cc(C)cc(OCC(=O)O/N=C(\N)Cc2ccc([N+](=O)[O-])cc2)c1	-10%	0%	5%
CCOC(=O)c1c(C)[nH]c(C(=O)COC(=O)c2ccccn2)c1C	4%	2%	10%
O=C(CSc1ccc2nc(-c3ccccc3)cn2n1)Nc1ccccc1C(F)(F)F	-8%	3%	x
C=C1CCN(C(Cc2ccccc2)C(=O)Nc2ccc(OC)cc2)S(=O)(=O)c2ccccc21 (stereo not given)	-18%	4%	5%
Cc1ccc(C(=O)O/N=C(\c2ccccc2)c2cccnc2)cc1	-16%	5%	20%
O=C(CC(=O)Nc1cccnc1)Nc1cccnc1	9%	x	-17%
COc1ccc(N2CCN(C(=O)c3ccc4c(c3)N(Cc3ccc(F)cc3)C(=O)c3ccccc3S4=O)CC2)cc1 (stereo not given)	7%	8%	x
Cc1ccc2[nH]c(=O)c(CNC(C)C)cc2c1	-6%	6%	-12%

Copied from the entries so far for reference:
SMILES	FEN1 inh	TDP1 inh	N370S GC mod
C=C1CCN(C(Cc2ccccc2)C(=O)Nc2ccc(OC)cc2)S(=O)(=O)c2ccccc21 (stereo not given)	-18%	4%	5%
Cc1ccc(C(=O)O/N=C(\c2ccccc2)c2cccnc2)cc1	-16%	5%	20%
O=C(CC(=O)Nc1cccnc1)Nc1cccnc1	9%	x	-17%
COc1ccc(N2CCN(C(=O)c3ccc4c(c3)N(Cc3ccc(F)cc3)C(=O)c3ccccc3S4=O)CC2)cc1 (stereo not given)	7%	8%	x
Cc1ccc2[nH]c(=O)c(CNC(C)C)cc2c1	-6%	6%	-12%
